# Source: PubChem (NCI)
# Growth percent in the NCI-60 one-dose screen (48 h, 10 µM unless noted): 100 = growth as untreated, 0 = no growth, -100 = all killed.
# HL-60(TB) = HL-60(TB) leukemia cells. 78,000 compounds, 9% hits; active = growth percent below 10
# * = called active by the depositor; & = joins results of further samples.
SMILES,HL-60(TB)
COc1cc(-c2csc(NC(=O)c3ccc(Cl)c(C(F)(F)F)c3)n2)cc(OC)c1OC,79
CC(C)(O)CCCCOc1ccccc1,96
c1ccc(-c2nnc(-c3c[nH]c4ncccc34)o2)cc1,102
COc1cc(/C=C/C(=O)c2cccs2)ccc1OCc1ccc(Cl)nc1,73
Nc1nc(-c2cccc(Br)c2)cc(-c2cc3ccccc3oc2=O)n1,100
CCC1(c2ccc(C)cc2)Oc2ccccc2-n2c(C#N)c3ccccc3c2C1=O (stereo unspecified),102
COC(=O)C1OC1c1cc([N+](=O)[O-])ccc1OC (stereo unspecified),99
COc1ccc(O)c(-c2cc(-c3ccc(Cl)cc3)c(C#N)c(=O)[nH]2)c1,65
CCCCCCCCCCCCCCCCCCNC(=S)N/N=C/c1cc(I)c(O)c(OC)c1,122
Oc1ccc(-c2nc3ccccc3nc2-c2ccc(O)cc2O)c(O)c1,89
CC[C@@H]1[C@@H](C)O[C@@](O)([C@@H](C)[C@H](O)[C@H](C)[C@H]2OC(=O)/C=C/C=C/[C@H](C)[C@@H]([C@@H](C)[C@@H](O)[C@H](C)[C@@]3(O)C[C@@H](O[C@H]4C[C@@H](O)[C@H](O)C(C)O4)[C@H](CC)[C@@H](C)O3)OC(=O)/C=C/C=C/[C@@H]2C)C[C@H]1O[C@@H]1C[C@@H](O)[C@H](O)C(C)O1 (stereo partly specified),-73*
NC(=O)NC(=O)CI,98
COc1cccc(-c2nn(-c3ccccc3)cc2-c2ccnc(N3CCN(C(=O)Nc4cccc(C(F)(F)F)c4)CC3)c2)c1,71
O=c1[nH]cncc1F,67
CCCC(=O)NNC(=O)CCC,121
Cc1nc2cc(Nc3nc(Nc4ccc(F)cc4)nc(-c4ccccc4)n3)ccc2n1Cc1ccccc1,64
Fc1ccc(-c2cc3nc(C(Cl)Cl)nc(-c4ccc(Cl)cc4)n3n2)cc1,-4.2*
CN(C)c1ccc(/C=N\N2CCCCCC2)cc1,64&77
CCCN(CCC)N=O,120
CC(=O)[C@@H]1CC[C@]2(C(=O)N3CCN(C)CC3)CC[C@]3(C)[C@H](CC[C@@H]4[C@@](C)(CCC#N)[C@H](C(C)=O)CC[C@]43C)[C@@H]12,87
Cc1ccc(-c2cnc3sc4c(-c5ccc(Br)cc5)n[nH]c(=O)c4n23)cc1,94
NC(=O)N/N=C/c1cn(-c2ccc(C(=O)O)cc2)nc1-c1ccc(C(=O)O)cc1,105
C/C(=C(/c1ccc(O)cc1)c1ccc(OCCN(C)C)cc1)c1ccc(Cl)cc1,22
CC(=O)NCC1(O)CCCC(C)C1 (stereo unspecified),106
CN1CC[C@@H](c2c(O)cc(O)c3c(=O)cc(-c4ccccc4Cl)oc23)[C@@H]1CO,-29*

# (continued)
SMILES,HL-60(TB)
Nc1ncnc2c1CN(Cc1ccccc1)CC2,105
COc1ccc(/C=N\NC(=O)c2ccc3nc(-c4ccc(Cl)cc4)[nH]c3c2)cc1,96
CC(=O)OC[C@H]1OC(Sc2sc(C(=O)c3ccc(C)cc3)c(N)c2-c2nc3ccccc3s2)[C@H](OC(C)=O)[C@@H](OC(C)=O)[C@@H]1OC(C)=O (stereo partly specified),80
COc1ccc2c(c1)CC/C(=C\c1ccc(OCC(=O)c3ccc(Cl)cc3)cc1)C2=O,103
Nc1nc(=S)c2ncn(C3CCCC3)c2[nH]1,105
C=CCOc1ccccc1C,138
O=C(Cc1ccccc1[N+](=O)[O-])NCC1(c2cccc3c2OCO3)OCCO1,107
FC(F)(F)C(F)(F)C(F)(F)C(F)(F)C(F)(F)C(F)(F)OC(F)(F)C(F)(F)C(F)(F)C(F)(F)C(F)(F)C(F)(F)F,70
CC1(CCl)C(=O)C=Cc2ccccc21 (stereo unspecified),92
CC(=O)n1cc(-c2cc3cnc4ccccc4c3oc2=O)c2ccccc21,99
C=C(C)[C@H]1CC/C(C)=C/CC[C@]2(C)O[C@H]2CC/C(COC(C)=O)=C\C1=O,117
CC1(C)Cc2nnsc2C2=C1C(=O)CCS2,103
NCCCNCCSP(=O)(O)O,111&98&104
N/C(=N\C(N)=N\c1nc2ccccc2s1)c1cccc(C(F)(F)F)c1,77
COC(=O)c1c2c(c(C)[n+]([O-])c1C)C(=O)C=C(NCc1cccc(Cl)c1)C2=O,-32*
c1cc(-c2nc3ccccc3n3cccc23)cc(-c2nc3ccccc3n3cccc23)c1,93
CCCCc1cc2ccccc2c(OCCN(C)C)n1,97
CCC(=O)OCC(=O)COC(=O)CC,107
SCCNCc1ccccn1,96
O=S(=O)(NCCNc1nccc(-c2c(-c3cccc(F)c3)nc3sccn23)n1)c1ccc(F)cc1,95
COc1cc(-c2nc3nc4sc(C)c(C)c4c(=O)n3[nH]2)cc(OC)c1OC,81
Cn1c(=O)c2[nH]c(Cc3ccc(N)cc3)nc2n(C)c1=O,103
O=C(O)c1c2c(nc3ccccc13)Cc1ccccc1-2,112&93
CC1(C)[C@@H](O)CC[C@]2(C)[C@H]3CC[C@@H]4[C@H]5[C@H](C(=O)/C=C\c6ccc(Br)cc6)CC[C@]5(O)CC[C@@]4(C)[C@]3(C)CC[C@@H]12,78
COC(=O)[C@]12C[C@@H]3CCN4C(=O)C(=O)N5[C@@H]([C@H](S1)c1ccccc1[C@@]5(C)O)[C@]342,130

# Further results.
SMILES,HL-60(TB)
O=C(NCc1cccnc1)C1=NOC(Cc2nc3ccccc3o2)C1 (stereo unspecified),112
CN1CCN(CCCCN2C(=O)COc3ccccc3C2=O)CC1,83
OCC1O[C@@H](O[C@@H]2O[C@H](CO)[C@H]3CCCC[C@@H]23)[C@@H](O)C(O)[C@@H]1O (stereo partly specified),102
O=C(O)CN(CCO)CC(=O)O,102
COc1ccc2c3c1O[C@H]1C[C@@H](O)C=C[C@@]31CCN(C)C2,95
COC(=O)CCP(CCC(=O)OC)c1ccccc1,99
CCOC(=O)c1cnc[nH]c1=O,68
Cc1cc(-c2ccc(NS(=O)(=O)c3ccccc3)c(C)c2)ccc1NS(=O)(=O)c1ccccc1,97&75
CC(C)C[C@H](NC(=O)[C@H](Cc1ccccc1)n1ccc(Nc2ccccc2)cc1=O)B(O)O,86
COc1ccc(Cl)cc1/C=C/C=Nc1ccc(S(N)(=O)=O)cc1,56
O=c1c2cc(F)ccc2sc2c(-n3ccnc3)nc3ccccc3c12,98
N#Cc1c(-c2cccs2)cc(-c2cnccn2)nc1SCC(N)=O,134
Cc1ccc2c(n1)C(=O)C(Cl)=C(Nc1ccc(C(C)C)cc1)C2=O,-0.3*
CCCCCCCCCCCCOc1ccc(C(=O)Oc2ccc(CSP3(=O)OCC4OC(n5cnc6c(N)ncnc65)C(F)C4OP(=O)(O)OCC4OC(n5ccc(=O)[nH]c5=O)C(F)C4O3)cc2)cc1 (stereo unspecified),-18*
OCc1ccccc1CO,104
CSc1nc(-c2cc3ccccc3o2)cc(-c2ccc(Cl)cc2)c1C#N,126
COc1c(OC(C)=O)ccc(C=O)c1[N+](=O)[O-],102
O=S(O)c1ccc(F)cc1,102
COc1cc(/C=C/C(=O)c2ccc(NC(=O)CSc3nnc(-c4ccc(-c5nc6ccccc6[nH]5)cc4)o3)cc2)cc(OC)c1OC,109
Cc1ccc(S(=O)(=O)N2CCCC2CO)cc1 (stereo unspecified),98
CC(=O)OCC(=O)[C@@]1(O)CC[C@H]2[C@@H]3CCC4=CC(=O)CC[C@]4(C)[C@@]3(Cl)[C@@H](O)C[C@@]21C,82
COC(=O)c1ccc(Cn2c(SC)nc(=O)n(Cc3ccc(Cl)cc3)c2=O)cc1,98
CN1C(=O)N(C)C2C1NC(=O)N2CC1(CC(=O)O)CCCCC1 (stereo unspecified),100
CN(C)C(Cl)(N(C)C)C(Cl)(N(C)C)N(C)C,130
Cc1ccc(S(=O)(=O)Nc2ccccc2N=Cc2c(F)c(F)c(F)c(F)c2F)cc1,77

# (more compounds)
SMILES,HL-60(TB)
NC(=O)c1ccc(Br)o1,97
CCC(/C=C\C(C)C1CCC2C3CC=C4CC(O)CCC4(C)C3CCC12C)C(C)C (stereo unspecified),117
C=CCn1c(C)nc2cc(Nc3nc(N4CCOCC4)nc4ccccc34)ccc21,38
CCO/C=N/C1=C(C#N)C(c2ccc(Br)cc2)c2sc3c(F)cccc3c2O1 (stereo unspecified),96
O=C(O)c1ccccc1C(=O)O,75
CCSC(=O)OCn1ncc2cc([N+](=O)[O-])ccc21,95
COc1ccc(/C=N/NC(=O)c2ccncc2)c(OC)c1OC,115
O=C(CCl)N1c2ccccc2Sc2c1ccc1ccccc21,63
CC(=O)Nc1nc(CCl)cs1,131
COc1cccc(C2S/C(=C\C3C=Nc4ccccc43)C(=O)N2n2cnnc2)c1 (stereo unspecified),102
Cc1ccn2c(NC(C)(C)CC(C)(C)C)c(-c3ccc(C)o3)nc2c1,73
CNC(=O)OC[C@H]1N=C(C)c2ccccc2N(CC(=O)N[C@@H](CB(O)O)C(C)C)C1=O,101
O=C(O)c1c(Cl)cccc1Nc1ccccc1,64
C/C(=N\NC(=O)c1ccc(S(N)(=O)=O)cc1)c1cc2cc(Br)ccc2o1,103
Cc1ccc([N+](=O)[O-])c(C(=O)O)c1,106
COc1ccc(-c2c(-c3nc4ccccc4s3)c(N)nc3c(C(=O)Nc4ccc(Cl)cc4)c(Nc4ccccc4)nn23)cc1,101
CCOC(=O)C(C#N)c1nc(SCC(=O)Nc2nc3ccc(C)cc3s2)nc(-c2ccccc2)c1C#N (stereo unspecified),134
Cc1ccc(C2=Nc3ccc(Cl)cc3C3=NCN=NN23)cc1,100
Brc1csc2ncccc12,89
Cc1cccc(-n2c(CC#N)n[nH]c2=S)c1,91
OC(CNCc1ccccc1)c1ccc(Cl)cc1 (stereo unspecified),75
COc1cc(OC)c2oc(=O)c(-c3ccccc3)cc2c1,36
COc1ccc([C@H]2c3cc(OC)c(OC)cc3C=C(C=O)C2CO)cc1OC (stereo partly specified),-14*
COC(=O)c1ccc2[nH]c(O)c(C(=Nc3ccc(N(C)C(=O)CN4CCN(C)CC4)cc3)c3ccc(N)cc3)c2c1,110
O=C(N/N=C/C[C@@H]1[C@@H](COC2CCCCO2)[C@H](OC2CCCCO2)C[C@@H]1O)c1ccncc1 (stereo partly specified),100

# 15 of the compounds above, bar-delimited.
SMILES | HL-60(TB)
Cc1ccn2c(NC(C)(C)CC(C)(C)C)c(-c3ccc(C)o3)nc2c1 | 73
CNC(=O)OC[C@H]1N=C(C)c2ccccc2N(CC(=O)N[C@@H](CB(O)O)C(C)C)C1=O | 101
O=C(O)c1c(Cl)cccc1Nc1ccccc1 | 64
C/C(=N\NC(=O)c1ccc(S(N)(=O)=O)cc1)c1cc2cc(Br)ccc2o1 | 103
Cc1ccc([N+](=O)[O-])c(C(=O)O)c1 | 106
COc1ccc(-c2c(-c3nc4ccccc4s3)c(N)nc3c(C(=O)Nc4ccc(Cl)cc4)c(Nc4ccccc4)nn23)cc1 | 101
CCOC(=O)C(C#N)c1nc(SCC(=O)Nc2nc3ccc(C)cc3s2)nc(-c2ccccc2)c1C#N (stereo unspecified) | 134
Cc1ccc(C2=Nc3ccc(Cl)cc3C3=NCN=NN23)cc1 | 100
Brc1csc2ncccc12 | 89
Cc1cccc(-n2c(CC#N)n[nH]c2=S)c1 | 91
OC(CNCc1ccccc1)c1ccc(Cl)cc1 (stereo unspecified) | 75
COc1cc(OC)c2oc(=O)c(-c3ccccc3)cc2c1 | 36
COc1ccc([C@H]2c3cc(OC)c(OC)cc3C=C(C=O)C2CO)cc1OC (stereo partly specified) | -14*
COC(=O)c1ccc2[nH]c(O)c(C(=Nc3ccc(N(C)C(=O)CN4CCN(C)CC4)cc3)c3ccc(N)cc3)c2c1 | 110
O=C(N/N=C/C[C@@H]1[C@@H](COC2CCCCO2)[C@H](OC2CCCCO2)C[C@@H]1O)c1ccncc1 (stereo partly specified) | 100

# (next part)
SMILES,HL-60(TB)
O=c1[nH]c(N2CCC(Cc3ccccc3)CC2)nc2sc3c(c12)CCCC3,96
Cc1ccc(/C=C/C(=O)c2ccc(-n3cc(CN4CCN(c5cc6c(cc5F)c(=O)c(C(=O)O)cn6C5CC5)CC4)nn3)cc2)cc1,99
CC(C)NCC1CCc2cc(CO)c([N+](=O)[O-])cc2N1 (stereo unspecified),90
N=c1ccccn1CCO,120
COc1ccc(C(=O)C[n+]2ccccc2C)cc1,102
Cc1cc(Br)ccc1-n1cc(C#N)c(N)c1C(=O)c1ccc(Br)cc1,110
N#Cc1c(-c2ccc(F)cc2)nc(N/N=C2\NC(=O)CS2)nc1N1CCOCC1,83
CCCCCCC(C)OC(=O)Nc1cccc2ccccc12 (stereo unspecified),95
CC(=O)Oc1ccccc1C(=O)N(Cc1ccc2c(Cl)cc(Cl)c(O)c2n1)c1ccccc1,47
O=C(OCCCCCOC(=O)c1ccccc1)c1ccccc1,76
Nc1cc(-c2nc3sccn3c2-c2ccnc(NCCCNS(=O)(=O)c3ccc(F)cc3)n2)ccc1F,64
CC(=O)NCC(=O)c1ccc([N+](=O)[O-])cc1,103
CC[C@H](Nc1ncnc2nc[nH]c12)c1nc2cccc(F)c2c(=O)n1-c1ccccc1,67
C/C(=N\Nc1nc(C)cs1)c1nnn(-c2ccc([N+](=O)[O-])cc2)c1C,97
O=C(N/N=C/c1ccc(O)cc1O)c1cccnc1,-17*
Cc1c(C(=N)C(C#N)C#N)c(=N)oc2c1ccc1ccccc12,65
CCOC(=O)c1c(NC(=O)CSc2n[nH]c3nc4ccccc4n23)sc(CC)c1C,98
C#C[C@]1(O)CC[C@H]2[C@@H]3CC=C4c5sc(NCc6ccccc6)nc5CC[C@]4(C)[C@H]3CC[C@@]21C,24
Cc1ccc(-c2nc([P+](c3ccccc3)(c3ccccc3)c3ccccc3)c(Nc3ccccc3)o2)cc1,-48*
CCCCCCC(C)C(CC)(C(=O)OCC)C(=O)OCC (stereo unspecified),113
Clc1ccc(C2=Nn3c(N/N=C/c4c[nH]c5ccccc45)nnc3SC2)cc1,53
N/C(=N\c1sc(-c2ccccc2)nc1-c1ccccc1)c1ccccc1,95
Nc1ccccc1SC1CC(=O)N(c2cccc(Cl)c2)C1=O (stereo unspecified),95
Clc1ccc(Cl)c(Cc2cc(Cl)ccc2Cl)c1,79
CCN(CC)CC(O)c1ccc2ccccc2c1 (stereo unspecified),111
COc1cc(C2CC(c3ccc(Oc4ccc(Br)cc4)cc3)=NN2c2nc(-c3ccc(Cl)cc3)c(C#N)c(N3CCOCC3)n2)cc(OC)c1OC (stereo unspecified),84

# Not all compounds are listed; the hit share may differ from the screen's.
